uPA surface inh – qHTS for Inhibitors of Cell Surface uPA Generation; Potency, µM (highest dose often 38.3 µM), without a hit: at the top dose activity change, negative = inhibition, most hits filed as inhibitors; cell surface uPA generation assay, qHTS; 330,000 compounds, 0.31% hits; active means well fitted inhibition curve with a large enough effect; inconclusive means small, poorly fitted or top-dose-only effect; inactive means no such curve, though single readings can be large or run the other way; tested in mouse RAW 264.7 cells; further: potency means the concentration at half of the fitted maximal effect; nearly all actives have a fitted effect of over 55% in size
Giardia killer – Small Molecules that selectively kill Giardia lamblia: qHTS; Giardia lamblia trophozoite viability; 340,000 compounds, 0.15% hits; activity change, % at 7.66 µM, hits read low; AID 540267, 2011; in the data active means activity change below about -80%; inconclusive means between about -30% and that limit;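 further: parasites exposed to compound for two days anaerobically before the ATP read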
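Anaerobic 48 hrs incubation at 37 deg C of 100 trophozoites/well with test compounds; ATPLite 1-Step luminescence, 15-30 min RT, reports cellular ATP as viability.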
USP2a inh – qHTS Assay for Inhibitors of Ubiquitin-specific Protease USP2a Using CHOP2 as the Reporter. USP2 core, Ub-CHOP2 coupled fluorogenic reporter, 485/531. Potency, µM (top dose mostly 38.3 µM), without a hit: top-dose activity change, negative = inhibition, hits mostly inhibitors. 330,000 compounds, 0.01% hits;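 further: potency means the concentration at half of the fitted maximal effect; plate controls were DMSO wells for no effect and full inhibition by NEM control for full effect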
Target sequence (O75604 whole entry, looked up): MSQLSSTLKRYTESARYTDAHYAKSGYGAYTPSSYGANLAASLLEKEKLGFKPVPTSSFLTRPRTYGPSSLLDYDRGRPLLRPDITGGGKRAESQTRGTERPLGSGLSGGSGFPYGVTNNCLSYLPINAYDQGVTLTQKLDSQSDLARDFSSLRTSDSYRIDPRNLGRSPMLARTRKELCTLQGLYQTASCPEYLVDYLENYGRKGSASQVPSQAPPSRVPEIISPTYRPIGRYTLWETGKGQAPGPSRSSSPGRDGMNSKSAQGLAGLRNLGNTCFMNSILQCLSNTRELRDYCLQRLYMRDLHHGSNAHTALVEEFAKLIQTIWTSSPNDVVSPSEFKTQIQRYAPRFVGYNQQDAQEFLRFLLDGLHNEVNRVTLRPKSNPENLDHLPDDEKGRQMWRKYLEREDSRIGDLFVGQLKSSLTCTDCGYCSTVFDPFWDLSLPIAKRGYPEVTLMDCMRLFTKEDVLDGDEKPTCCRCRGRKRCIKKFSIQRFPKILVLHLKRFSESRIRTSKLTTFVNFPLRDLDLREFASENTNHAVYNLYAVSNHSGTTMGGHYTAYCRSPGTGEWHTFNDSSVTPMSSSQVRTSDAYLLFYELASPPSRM
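Cell-free coupled assay: 10nM USP2 core preincubated 30min RT with compound in Tris-HCl pH 8.0/CaCl2/CHAPS buffer, then 25nM Ub-CHOP2 and 25nM reporter substrate; fluorescence (Ex 485/Em 531) read after 60min RT, normalized to NEM inhibition, concentration-response curves fitted.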
KCNH2 WT inh – qHTS for Inhibitors of KCHN2 3.1: Wildtype qHTS; AID 720551, 2013; U2OS, BacMam KCNH2, thallium flux FluxOr; hits give low values; activity change, % at 1.84 µM; 340,000 compounds, 0.37% hits;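 active means maximum activity change below -70%; inconclusive means maximum activity change between -70% and -50%; inactive means maximum activity change above -50%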
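U2OS cells were transduced with wild-type KCNH2 virus (2.03 x 10^8 / mL) for 4 h at room temperature, then cultured overnight at 37 C. Thallium flux was read with FluxOr dye. Rate constants were normalized to DMSO controls.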
B2AR arrestin – qHTS assay of beta-arrestin-biased ligands of beta2-adrenergic receptor | Beta-2 adrenergic receptor (Homo sapiens), P07550 | 330,000 compounds, 0.02% hits | Potency, µM (titrated, usually from 46.1 µM), inactives show at the top dose activation, actives largely listed as activators | beta-arrestin recruitment to beta2AR, cell-based reporter;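 further: potency means the concentration at half of the fitted maximal effect; 0% = DMSO controls and full agonism = EC100 isoproterenol or metaproterenol; nearly all actives have a fitted effect of over 65% in size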
Target sequence (P07550 whole entry, looked up): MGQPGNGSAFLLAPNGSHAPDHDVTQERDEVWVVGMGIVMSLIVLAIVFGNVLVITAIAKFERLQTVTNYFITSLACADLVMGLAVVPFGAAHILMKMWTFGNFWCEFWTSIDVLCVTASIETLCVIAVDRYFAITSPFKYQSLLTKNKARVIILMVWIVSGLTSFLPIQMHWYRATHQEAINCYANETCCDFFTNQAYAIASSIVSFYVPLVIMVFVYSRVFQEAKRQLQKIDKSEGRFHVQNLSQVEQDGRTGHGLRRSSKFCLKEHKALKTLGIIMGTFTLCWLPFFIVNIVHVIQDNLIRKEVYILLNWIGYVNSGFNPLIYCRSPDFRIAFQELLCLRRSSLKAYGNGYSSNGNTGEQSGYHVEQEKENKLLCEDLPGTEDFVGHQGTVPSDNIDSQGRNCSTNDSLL
FBPA coupling cs – qHTS Assay for Inhibitors of Fructose-1,6-bisphosphate Aldolase from Giardia Lamblia: Coupling assay counterscreen; activity change, negative = inhibition, % at 58.2 µM, hits read low; 290,000 compounds, 0.67% hits; coupling enzyme system counterscreen, AmpLite Red fluorescence; AID 2472, 2010; in the data active means activity change below about -30%
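Fluorescence at 525 nm excitation and 598 nm emission measured inhibition of the coupled detection system without aldolase. Compounds (at 57.5 uM final) were preincubated 10 min at room temperature with coupling enzyme reagent before a 20 min substrate/AmpLite Red step.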
GALK inh – qHTS Assay for Inhibitors of Human Galactokinase (GALK); Purified GALK, Kinase-Glo residual ATP luminescence; Potency, µM (series often up to 57.5 µM), for inactives: top-dose activity change, negative = inhibition, actives largely listed as inhibitors; 270,000 compounds, 0.007% hits; P51570; further: potency means the concentration at half of the fitted maximal effect
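Human GALK (5 nM) with 35 uM ATP and 100 uM galactose in 20 mM HEPES pH 8.0, 5 mM MgCl2, 60 mM NaCl, 1 mM DTT, 0.01% BSA. After 1 h at room temperature, leftover ATP was read by Kinase-Glo Plus luminescence.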
BCR signal inh – qHTS Assay to Find Inhibitors of Chronic Active B-Cell Receptor Signaling; AID 493014, 2011; 340,000 compounds, 0.05% hits; ABC-DLBCL IkBa-CBG/CBR reporter, luminescence ratio, 4 h; Potency, µM (doses to about 46.1 µM), without a hit: at the highest dose ratio change, negative = lower green/red ratio, actives largely listed as inhibitors; active means well fitted inhibition curve with a large enough effect in the signal ratio, with a control signal flat, not every such curve was filed as active; inconclusive means small, poorly fitted or top-dose-only effect, or effect the other way, or a change in a side signal; the % refers to the signal ratio;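 further: potency means the concentration at half of the fitted maximal effect; plate controls were basal doxycycline-induced cells for no effect and cells given 10 µM MG132 for full effect; MG132 reads +100%, hits lower the ratio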
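Compounds up to 46 uM were incubated four hours with TMD8 cells whose green CBG68 luciferase is fused to IkappaBalpha; red CBR luminescence normalised the signal, and concentration-effect curves were fitted to fusion, red and ratio data.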
PKM2 act – qHTS Assay for Activators of Human Muscle isoform 2 Pyruvate Kinase; Pyruvate kinase PKM (Homo sapiens), P14618; Potency, µM (doses to about 57.5 µM), without a hit: at the top dose activation, usual class: activators; 260,000 compounds, 0.34% hits; purified PKM2, Kinase-Glo ATP luminescence, activation; response scale: 0% is enzyme alone, no compound; further: potency means the concentration at half of the fitted maximal effect; nearly all actives have a fitted effect of over 55% in size
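hPK-M2, >95% pure; 0.1 mM ADP / 0.5 mM PEP final; imidazole pH7.2 buffer w/ 7 mM MgCl2, 50 mM KCl; 1 h RT; Kinase-Glo lum. Intermediate enzyme activity for dual inhibitor/activator qHTS.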
Eya2 phos inh – qHTS Assay for Inhibitors of the Phosphatase Activity of Eya2 | 330,000 compounds, 0.006% hits | Potency, µM (highest dose often 76.9 µM), inactives show top-dose activity, negative = inhibition, hits mostly inhibitors | recombinant Eya2, OMFP fluorescence dephosphorylation (OMFP is methylfluorescein phosphate); further: potency means the concentration at half of the fitted maximal effect
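Eya2 (0.2 uM) preincubated 10 min at ambient with compound, then OMFP substrate added at 50 uM; 10 min reaction in 50 mM HEPES pH 7.5, 50 mM NaCl, 5 uM MgCl2, 0.05% BSA, 1 mM DTT. Fluorescence read at Ex 485/Em 525 nm.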
KCNH2 3.1 inh – qHTS for Inhibitors of KCHN2 3.1: Mutant qHTS; U2OS KCNH2 3.1, thallium flux FluxOr; hits give low values; activity change, % (tested at about 1.8 µM); 340,000 compounds, 0.95% hits;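 active means maximum activity change below -70%; inconclusive means maximum activity change from -70% to -50%; inactive means maximum activity change above -50%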;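 further: thallium influx rate constant from kinetic fluorescence after stimulation buffer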
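We transduce U2OS cells with the mutant 3.1 virus, culture them overnight, load FluxOr with Red40 quencher for 45 min, then add stimulation buffer and read kinetically for 2 min to derive a normalized rate constant.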
An asterisk follows results filed as active; ? = inconclusive; . = no result given. Unless noted, the call rests on the fitted dose curve; in most records, active means well fitted curve in the direction sought with a large enough effect; inconclusive means small, poorly fitted or top-dose-only effect, or another doubt; inactive means no such curve, though single readings can be large; an effect the other way counts as inactive or inconclusive. Unless noted, on the % scale 0 is the no-effect control and ±100 the full control effect.

A first look:
no. | structure | GALK inh | KCNH2 WT inh | BCR signal inh | PKM2 act | Giardia killer | B2AR arrestin | FBPA coupling cs | Eya2 phos inh | KCNH2 3.1 inh | USP2a inh | uPA surface inh
1 | Cc1c(C(=O)O)sc(=S)n1CCOc1ccccc1 | -2% | -13 | 7% | -4% | -21 | -0.7% | 13 | 15% | -6 | -2% | 9%
2 | CCCCCCc1c(C)nc(-n2[nH]c(C)c(CCO)c2=O)[nH]c1=O | 1% | -2 | 4% | 1% | 8 | 0.0% | -1 | -2% | -10 | 13% | 2%

The list itself, repeating the preview:
no. | structure | GALK inh | KCNH2 WT inh | BCR signal inh | PKM2 act | Giardia killer | B2AR arrestin | FBPA coupling cs | Eya2 phos inh | KCNH2 3.1 inh | USP2a inh | uPA surface inh
1 | Cc1c(C(=O)O)sc(=S)n1CCOc1ccccc1 | -2% | -13 | 7% | -4% | -21 | -0.7% | 13 | 15% | -6 | -2% | 9%
2 | CCCCCCc1c(C)nc(-n2[nH]c(C)c(CCO)c2=O)[nH]c1=O | 1% | -2 | 4% | 1% | 8 | 0.0% | -1 | -2% | -10 | 13% | 2%
3 | CCCCN(C)CCCNC(=O)c1cc(Nc2ccc(OC)c(OC)c2)nc2ccccc12 | . | 7 | ? | . | 6 | -0.5% | -1 | 5% | 4 | 3% | -26%
4 | CN(Cc1ccccc1)C(=O)c1cc(S(=O)(=O)N2CCOCC2)cn1C | . | 6 | -3% | 2% | 2 | -1.1% | 1 | -19% | 7 | 1% | 9%
5 | Cc1cccc(NC(=S)N(CCN(C)C)Cc2cc3cccc(C)c3[nH]c2=O)c1 | 0% | 5 | 0% | ? | -18 | -0.7% | 4 | -34% | 2 | -2% | -5%
6 | Cc1ccc(N/C=C/C(=O)C(C)(C)C)c(O)c1 | 1% | 3 | ? | -21% | -4 | -0.7% | -23 | -24% | -15 | -6% | .
7 | O=C(/C=C/c1cccnc1)/C=C/c1cccnc1 | 0% | -8 | ? | 12% | ? | -0.6% | -1 | 2% | 1 | -2% | ?
8 | COc1ccc(S(=O)(=O)N(C)CC(=O)NCc2ccccn2)cc1 | 0% | -1 | 7% | -3% | 15 | -1.1% | 2 | 5% | 6 | 1% | -7%
9 | COc1cc(/C=C/C(=O)OCC(=O)c2c(N)n(C)c(=O)n(C)c2=O)ccc1OC(F)F | -2% | 2 | 1% | 3% | 1 | -0.4% | 0 | -7% | 1 | 1% | -3%
10 | CCN(CC)c1nc2ccccc2nc1C(C#N)C(=O)NCCCOC (configuration not stated) | 0% | -10 | ? | 3% | 0 | 0.0% | -3 | -4% | -6 | 4% | -5%
11 | O=C1CCc2cc(S(=O)(=O)NCCc3ccc(Cl)cc3)cc3c2N1CC3 | . | 17 | -18% | . | -10 | -0.4% | . | 3% | -4 | -1% | -11%
12 | CCCCN(Cc1ccco1)C(=O)C1CCCN(c2ncnc3c2nc2n3CCCCC2)C1 (configuration not stated) | -7% | -29 | ? | . | -6 | 4.1% | . | -6% | -13 | 1% | 6%
13 | COc1ccc(C(=S)Nc2ccccc2)cc1 | 0% | 0 | 5% | 0% | -3 | -0.3% | 3 | 7% | 17 | 2% | 2%
14 | CCOc1ccccc1C(=O)Nc1cc(C(=O)NCC(C)C)ccc1Cl | 0% | . | 8% | -2% | . | 0.3% | 2 | 12% | . | -3% | .
15 | COC(=O)C1CCN(C2=C(NS(=O)(=O)c3ccc(Cl)cc3)C(=O)c3ccccc3C2=O)CC1 | -1% | 2 | 11% | -10% | -5 | -0.5% | -25 | 6% | 20 | -6% | -1%
16 | C=CCc1ccccc1OCC(O)CN1CCN(c2ccccc2F)CC1 (configuration not stated) | -1% | 17 | 0% | -3% | -5 | 0.1% | -1 | 15% | -36 | 0% | 1%
17 | Cc1ccc(-n2c(C)cc(C)c(C#N)c2=O)cc1Cl | -2% | 1 | -1% | -14% | -4 | 0.3% | -1 | 5% | -2 | 1% | 2%
18 | Cc1ccc(-n2nc(C)c3c2NC2=C(C(=O)CC(C)(C)C2)C3c2ccccc2OCC(=O)O)cc1 (configuration not stated) | -2% | -30 | ? | -5% | 2 | -0.1% | 6 | -3% | 5 | -3% | 0%
19 | Cc1cc(=O)[nH]c(-n2nc(C)cc2C)n1 | -2% | -9 | ? | -2% | -6 | -0.7% | 0 | -21% | -5 | 5% | -1%
20 | CC(=O)COc1ncn(-c2ccccc2)n1 | 3% | -6 | ? | 13% | 0 | -1.0% | 1 | 11% | 6 | 3% | -2%
21 | COCCNC(=O)CCCn1c(=O)c2cc(OC)c(OC)cc2n(CC(=O)c2cccc(OC)c2)c1=O | 0% | 19 | -16% | -6% | -14 | 0.1% | 0 | 1% | 9 | 0% | -16%
22 | O=C(c1cccnc1)N1C2C=CC(C2)C1(C(F)(F)F)C(F)(F)F (configuration not stated) | 1% | -6 | . | 1% | -7 | . | 4 | . | 22 | . | 2%
23 | CCNc1ccc(C2(O)C(=O)c3ccccc3C2=O)cc1 | 1% | -2 | 3% | -14% | 5 | -0.5% | -1 | -2% | 0 | 1% | 7%
24 | CCOC(=O)Cc1csc(NC(=O)Cc2ccc(Br)cc2)n1 | -1% | 3 | -13% | -6% | -14 | -0.3% | 1 | 5% | -12 | -2% | -1%
25 | Cc1ccc(OCCSc2nnc(-c3ccncc3)n2C)cc1 | 4% | 27 | 0% | 4% | -15 | -0.6% | 1 | 8% | 24 | 3% | 0%
26 | O=C(O)c1ccc(NCc2cccnc2)c([N+](=O)[O-])c1 | 4% | -6 | 6% | 1% | -1 | -0.5% | 1 | -10% | 1 | -1% | -10%
27 | Cc1onc(-c2c(Cl)cccc2Cl)c1C(=O)N1CCCCC1 | 1% | 1 | -1% | 0% | -8 | -0.4% | 0 | 3% | 22 | 3% | 1%
28 | Cc1nnnn1CC(=O)Nc1cccc([N+](=O)[O-])c1 | -1% | -4 | 0% | 1% | -8 | 0.3% | 3 | 0% | 13 | -1% | 8%
29 | CC1(C)CC(=O)C=C(NCc2cccc(C(F)(F)F)c2)C1 | -4% | 7 | -5% | -1% | 6 | -0.6% | -3 | 0% | -1 | -2% | -5%
30 | CCc1cc2c3c(c(=O)oc2cc1OCC(=O)OC)CCCC3 | 0% | 0 | ? | 11% | 12 | -1.1% | -4 | -28% | -100* | 3% | -1%
31 | COc1cc(OC)c(C(=O)Nc2cc(Cl)ccc2-n2cncn2)cc1OC | . | -2 | 5% | . | 4 | -0.1% | . | -27% | -16 | -2% | -6%
32 | Cc1ccc(CNC(=O)N[C@@H](Cc2ccccc2)C(=O)O)cc1 | . | -7 | 5% | -12% | -1 | -0.5% | 1 | 1% | 5 | 5% | -2%
33 | Fc1cccc(-c2oncc2-c2nnnn2-c2ccc(Cl)cc2)c1 | -3% | -6 | 1% | 4% | 2 | -0.3% | 1 | -1% | -6 | 1% | -1%
34 | Cc1ccc(CN2CC(C(=O)NC(c3nc4ccccc4[nH]3)C(C)C)CC2=O)cc1 (configuration not stated) | . | -11 | 1% | . | 15 | -1.1% | . | -7% | -19 | 4% | 16%
35 | Nc1c(-c2ccccc2)nc(Cl)nc1-c1ccccc1 | -1% | 16 | -2% | -7% | -5 | -0.1% | 2 | 1% | -7 | 0% | -5%
36 | O=C(COC(=O)c1ccc(Br)o1)Nc1nc2c(F)c(F)c(F)cc2s1 | . | -17 | 15% | -2% | ? | -0.6% | -2 | 6% | 0 | 4% | 0%
37 | Cn1c(CC(=O)Nc2ccc(F)cc2)nnc1SCC(=O)Nc1nncs1 | 4% | -3 | -11% | -9% | 10 | 0.0% | 2 | 12% | 16 | 1% | 3%
38 | O=C(N/N=C/C1C(c2ccccc2)C1(Cl)Cl)c1cccc(Cl)c1 (configuration not stated) | 0% | -11 | ? | 5% | -8 | 6.2% | -1 | -33% | -18 | -1% | -9%
39 | O=C(Nc1nnc(CSCc2ccc(F)cc2)s1)c1ccc([N+](=O)[O-])cc1 | 1% | -7 | 5% | -4% | -7 | 0.2% | 3 | 8% | -9 | 1% | -16%
40 | Cc1cc(SCC(=O)NC2CCCC2)nc2ccccc12 | 8% | -2 | 8% | 1% | 16 | -0.7% | 12 | -5% | 5 | 4% | 6%
41 | CCC(=O)Nc1c2c(nn1-c1ccc(OC)cc1)CSC2 | -3% | -15 | 5% | . | 0 | -0.2% | 0 | -15% | 3 | 2% | -1%
